Assay outcomes deposited in PubChem by National Center for Advancing Translational Sciences (NCATS).
12-LOX inh: Primary qHTS assay for inhibitors of human arachidonate 12S-lipoxygenase (ALOX12): Round 2; Polyunsaturated fatty acid lipoxygenase ALOX12 (Homo sapiens), P18054; purified 12hLO, xylenol orange hydroperoxide absorbance; 580,000 compounds, 1.1% hits; Potency, µM (series often up to 108 µM), for the others: top-dose activity change, negative = inhibition, actives largely listed as inhibitors; AID 1671190, 2021; active = well fitted inhibition curve with a large enough effect; inconclusive = small, poorly fitted or top-dose-only effect, or another doubt; inactive = no such curve, though single readings can be large or run the other way; also: potency is read from the fitted curve at half-maximal effect
Target sequence (P18054 whole entry, looked up): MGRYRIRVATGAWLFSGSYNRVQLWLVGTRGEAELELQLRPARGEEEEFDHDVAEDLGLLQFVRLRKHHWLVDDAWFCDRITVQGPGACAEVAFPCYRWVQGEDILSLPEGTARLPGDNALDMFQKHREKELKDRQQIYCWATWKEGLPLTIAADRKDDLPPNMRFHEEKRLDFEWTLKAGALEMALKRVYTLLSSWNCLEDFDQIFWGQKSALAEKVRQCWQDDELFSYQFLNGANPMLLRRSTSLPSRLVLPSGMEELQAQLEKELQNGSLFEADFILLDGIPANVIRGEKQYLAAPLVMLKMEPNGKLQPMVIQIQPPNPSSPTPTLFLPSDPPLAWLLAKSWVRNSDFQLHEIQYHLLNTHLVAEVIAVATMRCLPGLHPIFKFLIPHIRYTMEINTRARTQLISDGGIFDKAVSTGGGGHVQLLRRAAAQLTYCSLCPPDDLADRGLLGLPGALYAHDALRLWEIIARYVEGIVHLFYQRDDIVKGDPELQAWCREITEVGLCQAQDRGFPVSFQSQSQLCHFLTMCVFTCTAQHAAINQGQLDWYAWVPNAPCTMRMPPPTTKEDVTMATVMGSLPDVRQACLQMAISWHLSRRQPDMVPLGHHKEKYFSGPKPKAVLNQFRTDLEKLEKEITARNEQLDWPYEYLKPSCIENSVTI
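Hydroperoxide product was detected by ferrous iron/xylenol orange as the 573 to 405 nm absorbance ratio. Arachidonic acid at 40 uM (final) was turned over for 30 min at room temperature by 150 nM human 12hLO, pH 7.0 Hepes buffer, after 15 min compound preincubation.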
LDHA block: qHTS assay for inhibitors of human lactate dehydrogenase; activity change, % (values are at about 110 or 230 µM); purified LDHA, NADH/diaphorase-resazurin fluorescence; hits give low values; 480,000 compounds, 0.15% hits; L-lactate dehydrogenase A chain (Homo sapiens), P00338; in the data active = activity change below about -30%; inconclusive = mostly about -25% to -30%;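 also: plate controls were DMSO wells for no effect and wells without enzyme for full effect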
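Remaining NADH was detected by diaphorase (0.133 mg/mL) converting 37 µM resazurin to fluorescent resorufin, read at 0 and 20 minutes. The preceding 5-minute room-temperature reaction used 2 nM LDHA, 0.2 mM sodium pyruvate and 0.06 mM NADH at pH 7.4.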
* marks the source's active call; other numbers are inactive results; ? = inconclusive; [ ] = dose if it differs, or a comment. Unless noted, % is scaled to controls: 0 for no effect and ±100 for the full control effect. A portion of the library (hit frequency here may not be typical).

SMILES	12-LOX inh	LDHA block
C[C@H](NS(=O)(=O)c1ccc(C(C)(C)C)cc1)C(=O)NCc1cscn1	1%	13
Cc1ccsc1/C=N/NC(=O)c1ccccc1	44%	2
N#Cc1ccccc1COC(=O)c1ccc(COc2ccccc2)o1	-3%	-22
COc1ccc(NC(=O)N2CCN(c3ccc(Cl)cc3)CC2)cc1OC	4%	4
COc1ccc(CN(C)C(=O)c2nn(C)c(=O)c3ccccc23)cc1F	6%	-8
O=C(CSc1nnc2ccc(-c3ccco3)nn12)NC1CCCCC1	?	-4
CCCCCn1nc(C(=O)Nc2nnc(C(C)C)s2)c2ccccc2c1=O	-53%	10
CN1CCN(c2ccc(NC(=O)CCc3ncc(-c4ccc(Cl)cc4)o3)cc2)CC1	?	8
CCCCn1nc(C(=O)Nc2ccc(Br)cc2)c2ccccc2c1=O	47%[activator]	0
O=C(CSc1n[nH]c(-c2ccccc2)n1)Nc1cccc(C(=O)Nc2cccc(C(F)(F)F)c2)c1	1%	9
COc1ccc(C(=O)Oc2ccc(Cl)cc2C)c(OC)c1	?	10
Cc1[nH]nc2c1C(c1ccc(Cl)c(Cl)c1)C1=C(COC1=O)N2 (stereo unspecified)	?	-7
FC(F)(F)c1ccc(Cl)c(N/N=C/C(c2ccccc2)c2ccccc2)c1	14%	-1
COc1cc(CNC(=O)c2cc(C3CC3)nc3onc(C)c23)cc(OC)c1OC	8%	10
COC(=O)C(C)Oc1ccc2c(=O)c(-c3ccccc3)c(C)oc2c1 (stereo unspecified)	11%	4
CCOC(=O)C(C)Oc1ccc2cc(-c3ccc(Cl)cc3)c(=O)oc2c1 (stereo unspecified)	-41%	6
CC1=C/C(=N\NC(=O)c2ccc(N)cc2)CC1	53%[activator]	10
Cc1ccc(-c2nc(-c3nc(-c4cccs4)cs3)sc2C)cc1	56%[activator]	5
O=S(=O)(c1ccccc1)N1N=C(c2ccc(Cl)cc2)CC1c1ccc2nccnc2c1 (stereo unspecified)	-11%	-2
NCc1ccc(CN2CCc3ccccc32)cc1	45%[activator]	11

Ordered by value in LDHA block (ascending): some entries from above
SMILES	12-LOX inh	LDHA block
COc1ccc(NC(=O)N2CCN(c3ccc(Cl)cc3)CC2)cc1OC	4%	4
CN1CCN(c2ccc(NC(=O)CCc3ncc(-c4ccc(Cl)cc4)o3)cc2)CC1	?	8
CC1=C/C(=N\NC(=O)c2ccc(N)cc2)CC1	53%[activator]	10
C[C@H](NS(=O)(=O)c1ccc(C(C)(C)C)cc1)C(=O)NCc1cscn1	1%	13

More records follow.
SMILES	12-LOX inh	LDHA block
CONC(=O)c1ccc(C(F)(F)F)nc1C	1%	-23
CNc1sc(C(C)=O)cc1C	13µM*	-1
CCC(C)N1CNc2c(c(=O)[nH]c(=O)n2-c2ccc(Cl)cc2)C1 (stereo unspecified)	-11%	4
Cc1ccc(C(=O)NCCC2=CCCCC2)c(C)c1	?	-3
O=C(CN1CCN(C(=O)c2nn(-c3ccccc3)c(=O)c3ccccc23)CC1)N1CCCCCC1	2%	3
Cc1ccsc1CN(C)C(=O)Cc1n[nH]c(=O)c2ccccc12	?	10
Cc1cccc(Cn2c(SCC(=O)Nc3ccccc3)nc3c2c(=O)n(C)c(=O)n3C)c1	93%[activator]	4
COc1ccc(/C=C/C(=O)Nc2cnc3ccccc3c2)cc1OC	15%	10
CC(=O)Oc1ccc2c(C)c(CCC(=O)NCc3nc(-c4ccccc4)no3)c(=O)oc2c1	-3%	-6
Cc1c(O)ccc2c(CN(C)CCOc3ccc(F)cc3)cc(=O)oc12	-1%	-12
O/N=C1\CCCCC1c1nccc2ccccc12 (stereo unspecified)	6%	2
CC(=O)Nc1cccc(NC(=O)COC(=O)c2ccccc2OCc2cccc(Br)c2)c1	?	0
CCn1cc(C(=O)NCCOc2ccc(OC)cc2)c2ccccc21	-2%	-2
CCOC(=O)c1c(-c2ccc(OC)c(OC)c2)csc1NC(C)=O	-14%	-5
COc1ccc(OC)c(Nc2nc3ccccc3nc2NS(=O)(=O)c2ccc(F)cc2)c1	-4%	9
CCN(CC(=O)NC)C(=O)CCc1ncc(-c2ccc(Cl)cc2)o1	14%	7
CCOCCn1c(N2CCN(Cc3ccc(Cl)cc3)CC2)nc2c1c(=O)[nH]c(=O)n2C	16%	-14
COc1cccc(-c2nn(-c3ccc(F)cc3)cc2C(=O)NCC(C(C)C)N2CCOCC2)c1 (stereo unspecified)	?	2
Cn1c(=O)[nH]c(=O)c2c1nc(CN1CCN(Cc3ccccc3)CC1)n2CCCO	?	-6
O=C(c1ccco1)N1N=C(c2ccc(Cl)cc2)CC1c1ccc2nccnc2c1 (stereo unspecified)	?	-2

Reformatted field by field: 2 of the compounds above.
Cc1[nH]nc2c1C(c1ccc(Cl)c(Cl)c1)C1=C(COC1=O)N2 (stereo unspecified)
  12-LOX inh: ?	LDHA block: -7
CCC(C)N1CNc2c(c(=O)[nH]c(=O)n2-c2ccc(Cl)cc2)C1 (stereo unspecified)
  12-LOX inh: -11%	LDHA block: 4

The main list resumes, starting five compounds before the break.
SMILES	12-LOX inh	LDHA block
CCN(CC(=O)NC)C(=O)CCc1ncc(-c2ccc(Cl)cc2)o1	14%	7
CCOCCn1c(N2CCN(Cc3ccc(Cl)cc3)CC2)nc2c1c(=O)[nH]c(=O)n2C	16%	-14
COc1cccc(-c2nn(-c3ccc(F)cc3)cc2C(=O)NCC(C(C)C)N2CCOCC2)c1 (stereo unspecified)	?	2
Cn1c(=O)[nH]c(=O)c2c1nc(CN1CCN(Cc3ccccc3)CC1)n2CCCO	?	-6
O=C(c1ccco1)N1N=C(c2ccc(Cl)cc2)CC1c1ccc2nccnc2c1 (stereo unspecified)	?	-2
CC(C)C[C@H]1CN(CCCC[C@@H]2CNC(=O)C(=O)N2CC2CCCCC2)C(=O)C(=O)N1CC1CCCCC1	?	2
O=C1CC(c2ccccc2)SC(c2ccccc2)C1 (stereo unspecified)	-1%	-2
CCn1cnc2c1c(=O)n(CC(=O)N(C)Cc1cccs1)c(=O)n2Cc1ccccc1	?	1
COc1cc(/C=C(/C#N)C(=O)Nc2cccc(C(F)(F)F)c2)ccc1OC(F)F	-22%	0
C=C(C)COc1cc(C)cc2oc(=O)c(CC(=O)NCCc3ccc(S(N)(=O)=O)cc3)c(C)c12	?	7
CCN(CC)Cc1ccccc1CNC(=O)c1nn(C)c(=O)c2ccccc12	21%	-10
CC(=O)c1ccc(OCc2cccc(C(N)=O)c2)cc1	4%	0
COCc1nnc(NC(=O)CCn2ccc3ccc(Br)cc32)s1	-26%	5
COc1cccc(C2=C(C(C)=O)Sc3nnc(-c4ccccc4)n3N2C(C)=O)c1	4%	5
CC(C)Cn1cnc2c1c(=O)n(CC(=O)Nc1ccc(C#N)cc1)c(=O)n2Cc1ccccc1	14%	-1
O=C(CCS(=O)(=O)c1ccc2c(c1)OCCO2)Nc1cccc(F)c1	?	1
Cc1ccc2cc(C(=O)NCc3ccc(N4CCCCCC4)nc3)c(C)nc2c1	6%	-4
CC(C)c1ccc(/C=C/C(=O)NC2CC2)cc1	?	-5
c1cc(CNC2C3CC4CC(C3)CC2C4)cs1 (stereo unspecified)	0%	2
Cc1nn(-c2ccc(F)cc2)c2sc(C(=O)OCC(=O)Nc3ccccc3OC(F)F)cc12	-29%	1
N#Cc1ccc(C(=O)NC(c2ccccc2)c2cccs2)cc1 (stereo unspecified)	-3%	-12
Clc1ccc(-c2nn3c(CN4CCOCC4)nnc3s2)cc1	?	-2
C=C(C)Cn1c(SCC(=O)OCc2ccccc2)nc2c1c(=O)[nH]c(=O)n2C	-3%	1
CC(C)CC(=O)N(c1ccc(Br)cc1)C1C=CS(=O)(=O)C1 (stereo unspecified)	17%	-15
CS(=O)Cc1cccc(C(=O)O)c1 (stereo unspecified)	-15%	13
CCCOc1cccc(CN)c1	-3%	6
CCCCc1ccc(-n2nnnc2SCC(=O)Nc2cccc(OC)c2)cc1	-5%	-6
Cn1ccnc1C(NC(=O)Nc1ccc(Cl)cc1)c1ccccc1F (stereo unspecified)	-15%	6
O=S(=O)(Nc1cc(Cl)cc(Cl)c1)c1cccc(C(F)(F)F)c1	-14%	-1
N#Cc1cccc(NS(N)(=O)=O)c1	?	0
CC1=C(c2ccc(Cl)cc2)[N+](=O)C(C)(c2ccccc2)N1[O-] (stereo unspecified)	30%[activator]	2
O=C(Nc1oc2ccccc2c(=O)c1-c1ccc(Cl)cc1)c1ccc([N+](=O)[O-])cc1	-28%	-1
O=C(CCS(=O)(=O)c1ccc(F)cc1)Nc1ccccc1-c1ccccc1	-28%	-1
CN(Cc1ccccc1)C(=O)[C@@H]1CCCN1C(=O)[C@@H]1CCCN1C(=O)OC(C)(C)C	-2%	-2
CCOc1c(Br)cc(/C=C/C(=O)c2ccc(OC)cc2)cc1OC	?	-2
O=c1ccc(C(F)(F)F)cn1Cc1coc(-c2ccccc2)n1	-20%	0
COc1ccccc1C(=O)N1CCN(c2oc(-c3cccc(Cl)c3)nc2C#N)CC1	5%	2
Cc1cccc(C(=O)OC(C)C(=O)c2ccc(F)cc2)c1O (stereo unspecified)	-26%	10
Cn1c(SCC(=O)c2ccc3c(c2)NC(=O)CO3)nnc1-c1ccncc1	-30%	3
CCC(C)(C)NC(=O)CC(NC(N)=O)c1ccccc1C (stereo unspecified)	8%	-6
CC(C)(C)c1ccc(-c2nc(-c3ccc(Br)o3)no2)cc1	15%	-31*
Cc1ccc2oc(C(=O)N(Cc3ccc(Cl)cc3)C3CCS(=O)(=O)C3)cc(=O)c2c1 (stereo unspecified)	-11%	-4
N#Cc1nc(-c2ccc(S(=O)(=O)N3CCCCCC3)cc2)oc1NCCCN1CCOCC1	0%	1
CN(CCOc1ccc(F)cc1)C(=O)c1cn(C)c2ccccc12	-1%	10
CCc1cc(C(=O)Nc2sc(Cc3ccccc3)cc2C(N)=O)cs1	?	1
CC1(C)CC(=NNC(N)=S)CC(C)(C)N1	?	?
CCN(C)C1CN(Cc2cn(Cc3cc(C)cc(C)c3)nn2)S(=O)(=O)C1 (stereo unspecified)	0%	-11
COc1ccc(CN(C)C(=O)c2cc(Cl)c3c(c2)OCCO3)c(OC)c1	-26%	-1
Cc1ccc(Nc2nc3ccccc3nc2NS(=O)(=O)c2ccc3c(c2)OCCO3)cc1	-14%	1
FC(F)(F)c1cccc(N=c2cc(-c3ccccc3)oc3ccc(Cl)cc23)c1	5%	5
COC(=O)/C(C#N)=C\c1ccc(OCc2ccccc2Cl)c(OC)c1	11%	5
CCC(CC)CN(CC(=O)NC(N)=O)CC(=O)OC	?	8
Cc1ccc(-c2nc(SCC(=O)N3CCCC3c3ccc4c(c3)OCCO4)n[nH]2)cc1 (stereo unspecified)	-4%	1
O=C(COC(=O)c1cc2ccccc2[nH]1)c1ccccc1	-8%	13
Cn1c(=O)c2c(ncn2Cc2ccccc2F)n(C)c1=O	-14%	-12
Cc1ccc(Cn2c(-n3nc(C)c(C)c3C)nc3c2c(=O)n(CC(N)=O)c(=O)n3C)cc1	6%	1
CN(CCOc1ccc(F)cc1)C(=O)c1cc2ccccc2oc1=O	-3%	21
CC(C)NCc1ccc(C(=O)O)cc1	?	-17
CC(c1nc2ccccc2c(=O)[nH]1)N(C)CCOc1ccccc1Cl (stereo unspecified)	11%	2
CC(C)c1ccccc1NC(=O)C(Sc1ccccc1)c1ccccc1 (stereo unspecified)	-5%	5
COC(=O)c1sc(S(=O)(=O)Nc2ccc(Br)cc2F)c(C(=O)OC)c1C	?	-15
Cc1ccc2[nH]cc(C(C(=O)O)N3CCN(Cc4cccc(Cl)c4)CC3)c2c1 (stereo unspecified)	?	2
CCOC(=O)N1CCN(C(=O)C[C@@H]2C[C@@]3(C(=O)OCC)CCC=C3N(Cc3ccco3)C2=O)CC1	0%	-1
CCOC(=O)c1cc(-c2ccc(S(=O)(=O)N3CCN(c4cc(C)ccc4C)CC3)s2)on1	0%	-1
COc1cc2c(cc1OC)CN(CC(=O)N1N=C(c3cccs3)CC1c1cccs1)CC2 (stereo unspecified)	?	10

(list continues)
SMILES	12-LOX inh	LDHA block
COc1cccc(Nc2nc(-c3ccc(S(=O)(=O)N4CCOCC4)cc3)cs2)c1	27%	-9
CC1CCCCC1NC(=O)c1cc(-c2ccccc2)nc2ccccc12 (stereo unspecified)	?	-7
Cc1nc2c(cnn2C(C)C)cc1C(=O)Nc1nc(-c2ccc3c(c2)OCO3)cs1	7%	8
O=C(CSc1nc2ccccc2c(=O)n1CCc1cccs1)N1CCCCC1	?	0
O=C(OCc1cc(=O)oc2cc(O)ccc12)c1ccc(F)cc1	?	0

Structures above with a COOH group:
SMILES	12-LOX inh	LDHA block
CS(=O)Cc1cccc(C(=O)O)c1 (stereo unspecified)	-15%	13
CC(C)NCc1ccc(C(=O)O)cc1	?	-17
Cc1ccc2[nH]cc(C(C(=O)O)N3CCN(Cc4cccc(Cl)c4)CC3)c2c1 (stereo unspecified)	?	2
